Screens deposited in PubChem BioAssay by The Scripps Research Institute Molecular Screening Center.
GAA850 FXN act = increases GAA850 frataxin promoter reporter activity; HEK293 lucGAA850 FXN promoter luciferase reporter, 24 h; percent of 10 µM SAHA response; activation, % at 6 µM; 360,000 tested, 0.56% active;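 active means activation above the average of all compounds screened plus 3 SD, cutoff fixed separately per campaign, cut at about 7.5% in these data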;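 further: 0% = DMSO wells and 100% = 10 µM SAHA wells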
ADAM10 inh = inhibitors of human ADAM10 | O14672 | recombinant ADAM10, EDANS/DABCYL FRET peptide cleavage, 3 h | inhibition, % at 7 µM | 370,000 tested, 0.62% active | AID 720582;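 active means inhibition above a per-campaign cutoff equal to the mean of compounds falling between control-based bounds plus 3 SD, cut at about 20% in these data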;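 further: 0% = DMSO wells while the 100% control is not disclosed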
PLC-gamma1 inh = inhibitors of human phospholipase C gamma1. 370,000 tested, 0.84% active. AID 720700. inhibition, % at 12.2 µM. purified PLC-gamma1, fluorogenic substrate, fluorescence; in the data active means inhibition above about 9.5%
DAX1 inh-1 = inhibits human nuclear receptor DAX1; inhibition, % at 6.75 µM; 340,000 tested, 0.99% active; AID 504766; HEK293 Gal4-DAX1 luciferase reporter, luminescence;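 active means inhibition above the mean over all tested compounds plus 3 SD, cut at about 4.2% in these data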;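 further: 0% = DAX1-transfected cells with DMSO and 100% = empty-vector control cells with DMSO; inhibition shows as a rise in luminescence from relieved DAX1 repression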
DAX1 inh-2 = inhibitors of DAX1 repression of SF-1 activated StAR promoter; HEK293T StAR-luciferase reporter, SF-1/DAX-1 repression relief; AID 652010; 370,000 tested, 1.1% active; inhibition, % at 6.8 µM;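 active means inhibition above the mean over all tested compounds plus 3 SD, cut at about 3.6% in these data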;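 further: 0% = DAX-1 cells with DMSO and 100% = cells lacking DAX-1 with DMSO; higher inhibition means more luminescence from relief of DAX-1 repression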
ADAM17 inh = inhibits human ADAM17 | recombinant ADAM17, EDANS/DABCYL FRET peptide cleavage | inhibition, % at 6.95 µM | 370,000 tested, 0.83% active | AID 720648;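 active means inhibition above the mean of compounds lying between control limits plus 3 SD, set per campaign, cut at about 8.5% in these data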;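 further: 0% = DMSO-only wells as the low control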
sPLA2-III inh = Inhibits HGIII-sPLA2 liposome hydrolysis, primary screen; Q9NZ20; QFRET BODIPY PC-A2 liposome hydrolysis, fluorescence; inhibition, % at 12.2 µM; 370,000 tested, 0.56% active; AID 743126;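 active means inhibition above mean plus 3 SD of compounds lying within the high and low control bounds, cut at about 19% in these data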;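 further: 0% = median of test compound wells and 100% = no enzyme DMSO wells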
hgDAF12 agonist = hgDAF-12 agonism, primary luciferase screen | HEK293 GAL4-hgDAF12 UAS-luciferase reporter, agonist luminescence; normalized to butyrate control | activation, % at 6.8 µM | 370,000 tested, 1.8% active;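 active means activation above a cutoff set at the mean of all screened compounds plus 3 SD, cut at about 10% in these data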;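 further: 0% = DMSO wells and 100% = sodium butyrate wells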
hcDAF-12 act = H. contortus DAF-12 activation, primary screen. HEK293 hcDAF-12 lit1-tk-luc reporter, luminescence; 0% DMSO, 100% Δ7-dafachronic acid. activation, % at 6.8 µM. 370,000 tested, 1.4% active;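 active means activation above the mean of all tested compounds plus 3 SD, cut at about 5.5% in these data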;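 further: 100% = response to 3 µM Δ7-dafachronic acid high control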
ssDAF-12 act = S. stercoralis DAF-12 activation, primary screen; activation, % at 6.8 µM; HEK293 ssDAF-12/GRIP1 lit1-tk-luc reporter, luminescence; % of 3 µM dafachronic acid response; 370,000 tested, 1% active; AID 652126;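 active means activation above the mean over all tested compounds plus 3 SD, cut at about 0.9% in these data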;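 further: 0% = DMSO-only wells and 100% = 3 µM delta7-dafachronic acid wells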
PLC-beta3 inh = PLC-beta3 (human) inhibition, primary screen. Q01970. Purified PLC-beta3, fluorogenic substrate, fluorescence. inhibition, % at 12.2 µM. 370,000 tested, 0.18% active. AID 720704; in the data active means inhibition above about 11%;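 further: 0% = median of compound wells on plate and 100% = full blocker control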
Target sequence (Q01970 whole entry, looked up): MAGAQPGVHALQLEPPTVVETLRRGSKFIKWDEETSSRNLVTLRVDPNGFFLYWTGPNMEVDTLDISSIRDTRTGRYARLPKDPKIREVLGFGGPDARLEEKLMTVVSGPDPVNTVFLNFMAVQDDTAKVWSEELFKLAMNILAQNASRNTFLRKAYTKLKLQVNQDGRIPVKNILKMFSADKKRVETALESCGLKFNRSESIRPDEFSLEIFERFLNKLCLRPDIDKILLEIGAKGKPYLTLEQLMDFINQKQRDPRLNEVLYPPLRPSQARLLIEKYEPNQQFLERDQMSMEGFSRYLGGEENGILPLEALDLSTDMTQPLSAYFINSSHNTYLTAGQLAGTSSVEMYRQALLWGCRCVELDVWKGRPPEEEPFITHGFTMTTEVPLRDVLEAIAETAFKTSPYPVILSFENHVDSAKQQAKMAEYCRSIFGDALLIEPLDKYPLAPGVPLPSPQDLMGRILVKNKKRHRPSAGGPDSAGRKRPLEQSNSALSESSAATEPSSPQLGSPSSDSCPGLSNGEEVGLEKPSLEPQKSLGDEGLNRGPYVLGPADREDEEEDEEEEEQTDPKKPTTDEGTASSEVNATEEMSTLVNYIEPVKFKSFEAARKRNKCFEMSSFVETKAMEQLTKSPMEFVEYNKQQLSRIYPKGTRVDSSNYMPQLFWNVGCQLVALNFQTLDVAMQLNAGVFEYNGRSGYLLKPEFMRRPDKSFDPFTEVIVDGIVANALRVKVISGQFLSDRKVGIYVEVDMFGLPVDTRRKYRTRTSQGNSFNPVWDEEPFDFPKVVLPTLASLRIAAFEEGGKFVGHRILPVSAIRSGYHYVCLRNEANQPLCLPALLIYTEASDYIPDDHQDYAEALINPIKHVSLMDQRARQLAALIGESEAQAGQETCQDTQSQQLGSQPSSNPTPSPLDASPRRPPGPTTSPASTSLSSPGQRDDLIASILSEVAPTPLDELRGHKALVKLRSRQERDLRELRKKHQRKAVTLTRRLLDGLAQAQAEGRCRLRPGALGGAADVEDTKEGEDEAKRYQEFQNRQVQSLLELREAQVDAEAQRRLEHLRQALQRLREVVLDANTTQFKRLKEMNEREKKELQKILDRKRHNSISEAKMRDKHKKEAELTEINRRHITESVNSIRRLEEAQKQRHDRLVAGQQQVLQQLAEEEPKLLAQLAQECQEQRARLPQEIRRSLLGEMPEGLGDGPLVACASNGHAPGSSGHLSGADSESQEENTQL
The depositor's hits bear a star; i = inactive; x = no result given; & = joins results of further samples.

Molecule,GAA850 FXN act,ADAM10 inh,PLC-gamma1 inh,DAX1 inh-1,DAX1 inh-2,ADAM17 inh,sPLA2-III inh,hgDAF12 agonist,hcDAF-12 act,ssDAF-12 act,PLC-beta3 inh
Cc1nn(-c2ccccc2)c2sc(C(=O)NC3CCCCCCC3)cc12,x,-20,2,x,-0.5,-3,16,4.0,-0.3,-0.9,4
O=C(Nc1ccc(N2CCN(C(=O)c3ccco3)CC2)cc1)c1ccc([N+](=O)[O-])cc1Cl,-0.9,-5,-1,-1.0,-4.9,-3,6,-0.1,-2.5,-1.8,-2
CC(=O)Nc1ccc(NC(=O)CN(c2ccc(C34CC5CC(CC(C5)C3)C4)cc2)S(C)(=O)=O)cc1,9.5*,-3,-2,-0.7,0.8,-5,-1,-0.7,0.0,-1.4,-4
Nc1nc(NCc2ccco2)nc(Nc2cccc(F)c2)c1[N+](=O)[O-],6.2,4,0,-1.9,-0.5,-4,-4,-2.8,-1.6,-1.7,2
CCOC(=O)C1(Cc2cccc(OC)c2)CCCN(C(=O)c2cc(CC(C)C)[nH]n2)C1 (centres undefined),2.3,3,-2,0.8,3.8*,-1,-6,8.8,4.8,-0.3,-5
Cn1c(NC(=O)c2ccccc2NC(=O)C(C)(C)C)nc2ccccc21,-2.2,-7,-9,-2.3,-1.8,-4,3,-4.1,-4.5,-1.4,-12
O=C(CCn1c(=O)oc2ccccc21)Nc1ccccc1,2.4,8,-1,-1.8,0.5,-3,-2,1.8,1.1,-0.5,4
CCOC(=O)/C(C#N)=C/c1c(N2CCCCCC2)nc2ccccn2c1=O,4.1,-2,-17,-2.2,-0.8,3,4,-2.0,-3.0,-1.4,-25
COC[C@@H]1CCCN1c1cccc2c1S(=O)(=O)N(C1CC1)CC[C@@H](C)O2,x,-42,-25,x,-0.6,-14,10,1.4,-1.6,-0.7,-32
COC(=O)c1ccc(-n2nnnc2SCc2nn[nH]n2)cc1,-1.1,4,-3,2.5,-1.1,-5,4,3.7,0.5,-0.9,-6
COc1cccc(CN2CC(C(=O)NCCC3=CCCCC3)CCC2=O)c1 (centres undefined),1.1,-5,0,0.4,-0.1,-5,2,1.4,-0.1,-1.6,-6
C/C(=N\NC(=O)Cc1ccccc1[N+](=O)[O-])c1cccnc1,4.3,0,3,0.2,2.5,1,-5,1.3,1.0,0.1,-9
COCCNC(=O)C1(C)CCCN(Cc2sc(C)nc2C)C1 (centres undefined),-0.2,2,0,x,1.1,-4,5,0.0,-1.1,-0.5,0
COc1cccc(NC(=O)COC(=O)CNC(=O)C2CCCCC2)c1,0.2,-12,0,1.0,0.5,-6,9,0.7,-0.8,-0.6,-9
COc1ccc(Nc2c(-c3ccco3)nc3ccc(C)cn23)cc1,2.0,-79,i,0.8,0.3,-40,2,7.2,2.3,-0.1,i
CCOC(=O)Nc1ccc2c(c1)N(C(=O)CN1CCN(C)CC1)c1ccccc1S2,-1.8,-4,1,0.3,0.5,-4,-2,0.9,0.0,-1.0,3
C[C@@H]1O[C@@H](OCCC(=O)O)[C@H](O)C[C@H]1O,-0.5,-6,1,-1.1,0.0,-3,2,2.1,-0.2,-1.1,3
COCCn1c(=N)c(C(=O)NCCc2ccccc2)cc2c(=O)n3cccc(C)c3nc21,-1.0,i,-278,0.8,-0.5,i,0,-0.2,-0.1,-1.7,-350
Cc1nnc(SCC(=O)N2N=C(c3ccc(Cl)cc3)CC2c2ccco2)[nH]c1=O (centres undefined),1.2,-6,-8,0.4,0.4,-3,-5,0.4,-0.8,-2.1,-15
Cc1cc(C(F)(F)F)n2nc(-c3cccs3)cc2n1,1.1,-1,-2,1.9,0.3,1,-3,4.9,2.6,0.7,-15
Cc1cc(=O)[nH]c(SCC(=O)NCc2ccc3c(c2)OCO3)n1,0.9,-4,-3,-1.7,-0.1,-2,1,-0.2,-1.0,-0.8,-5
N#CC1=C(N)Oc2c(ccc3cccnc23)C1c1ccccc1 (centres undefined),-2.8,-14,-53,0.5,-2.4,-9,-17,-1.9,-1.9,-0.9,-83
C=CCSc1nncn1/N=C/c1ccc(OC)cc1,1.0,-1,-2,4.9*,2.5,-6,3,11*,3.2,0.9,0
Cc1cccc(N(Cc2ccccc2)C(=O)c2cc(S(=O)(=O)N3CCOCC3)ccc2F)c1,-2.6,-6,-2,0.8,-1.2,-1,-1,0.5,-2.1,-1.6,4
Nc1ccc(CC2SC(=O)NC2=O)cc1 (centres undefined),-2.1,-3,-1,0.8,1.3,-2,-1,1.6,-1.6,-1.1,1
Cc1cc(OCCCn2ccnc2)ccc1C(C)C,0.3,2,3,0.3,-0.3,0,-25,2.9,-1.5,-0.8,0
COc1ccccc1C(=O)Nc1ccnn1C1CCN(Cc2cn(C)c3ccccc23)CC1,0.4,-8,2,-0.5,-0.2,-3,-20,-0.5,-1.4,-1.4,-1
CCn1cc(S(=O)(=O)c2ccccc2)c(=O)c2cc(F)c(N3CCN(C)CC3)cc21,1.3,-363,-58,0.1,-1.0,-106,9,0.0,0.0,-0.4,-115
O=C(Nc1cccnc1)c1cc(Br)c(Br)s1,0.2,-8,0,0.2,-2.5,0,4,3.3,-0.2,-0.2,1
O=C(O)CC/C(=N\Nc1ccc([N+](=O)[O-])cc1S(=O)(=O)N1CCOCC1)c1cccs1,1.8,-2,-40,3.6,-0.3,-10,-2,0.1,-1.3,-1.1,-61
CCCCOC(=O)c1ccc(N=Nc2c(C)c(C#N)c(O)[nH]c2=O)cc1,-0.6,3,-5,1.5,0.1,-2,-1,-2.2,-1.9,-1.6,-12
Cc1[nH]nc(N=CC2=C(O)CC(C)(C)CC2=O)c1-c1ccccc1,2.9&5.3,-16&-13,-14&-14,2.6&-0.6,0.8&0.1,-7&-6,2&0,3.3&0.4,0.8&-0.6,-0.1&-0.1,-16&-15
Cc1occc1-c1nnc(SCC(=O)Nc2ccccc2)n1C(C)c1ccccc1 (centres undefined),-3.8,16,4,-1.5,-0.8,5,-17,-1.4,-2.9,-1.3,5
O=C(CSc1nc2ccccc2s1)NCCCN1CCOCC1,-0.7,-3,1,0.6,-0.3,-3,-2,-0.4,-1.5,-1.3,0
Cc1[nH]c(C)c(S(=O)(=O)NCC(C)c2ccccc2)c1C(=O)N1CCCCC1 (centres undefined),-2.1,1,3,0.0,-0.1,-6,3,-1.5,0.8,-0.5,-8
O=C(NCCC1CC1(Cl)Cl)c1ccc([N+](=O)[O-])cc1 (centres undefined),4.2,-4,6,0.3,0.0,2,8,5.1,0.3,-0.1,-2
O=C1NC(=O)/C(=C\c2ccc(OCc3cccc(C(=O)O)c3)c(Cl)c2)N1,7.4,-7,-2,-2.9,2.3,-2,-18,9.3,2.6,-0.1,-2
COc1ccccc1Nc1nnc(SCc2nnc(-c3cc(OC)c(OC)c(OC)c3)o2)s1,0.7,1,-7,-0.6,-2.0,1,-12,-3.9,-2.7,-1.9,-10
CCc1cccc2c1Sc1ccccc1CC2N1CCNCC1 (centres undefined),0.6,1,5,1.4,0.0,-1,5,-0.4,-0.1,-0.6,-3
CCOC(=O)Cn1cnc(C)c1,-0.3,-8,0,0.0,-0.1,-7,7,0.8,0.0,-1.2,-1
CCOc1ccc2[nH]c3nc(SCC(=O)NC4CC4)nnc3c2c1,-0.8,-6,-2,-0.5,0.7,-3,0,2.4,0.6,-0.7,-31
CC(=O)OC[C@@H]1CN(Cc2ccccc2)C[C@H](n2cnc3c(NC4CCC4)ncnc32)O1,-0.4,-16,1,x,-1.3,-4,1,4.2,-0.1,-1.3,-3
COc1ccc(CCNC(=O)c2ccccc2-c2ccccc2C(=O)O)cc1OC,2.2,-3,-1,0.4,0.9,2,1,0.9,1.1,-0.8,5
CCOC(=O)C1CCN(c2c(NCc3ccc(C(=O)NCCC(C)C)cc3)c(=O)c2=O)CC1,0.9,0,0,0.7,0.5,1,-3,-3.4,-1.9,-1.3,1
Cc1ccc(C(=O)N2c3ccccc3CC2C)o1 (centres undefined),3.9,-8,-1,0.9,5.4*,-3,1,13*,3.0,-0.4,-4
Cc1cc(C)nc(NC(=O)c2ccc(C)c([N+](=O)[O-])c2)n1,0.1,0,0,-0.6,-0.4,-3,0,-0.3,-0.6,-1.0,-4
CCC1CCCCN1Cc1nc2ccccc2c(=O)n1CC(C)=O (centres undefined),-0.4,-12,-9,-0.8,0.4,-2,10,-4.4,-1.2,-1.5,-18
Cc1ccc(-c2nnn(CC(=O)NC3CCN(Cc4ccccc4)CC3)n2)cc1,0.0,-20,-2,0.1,0.5,2,-18,-1.1,-0.7,-0.9,2
CCOC(=O)C1(Cc2ccccc2C(F)(F)F)CCN(CC(O)CO)CC1 (centres undefined),0.3,0,2,0.2,0.0,-4,4,-5.0,-1.3,-1.0,1
CC(C)(C)c1ccc(C(=O)N2CCC2(C)C(=O)NCc2cccc3ccccc23)cc1 (centres undefined),-1.9,7,0,x,-0.1,1,-4,-3.9,-3.4,-1.5,0
COc1cccc(N2CCN(C(=O)c3ccc(Cl)c(NC4=NC5CS(=O)(=O)CC5S4)c3)CC2)c1 (centres undefined),2.3,11,-1,0.2,-0.3,-1,1,0.9,1.0,-1.0,-8
COc1ccc(CC(=O)Nc2ccc(C(=O)NC(C)(C)C)cc2)cc1OC,0.2,2,1,1.7,-1.1,-2,-3,-1.1,1.7,-2.2,-5
CCOc1ccc(CCN2C(=O)C(=O)N([C@@H](Cc3ccccc3)CN3CCC[C@H]3CN3C(=O)C(=O)NC[C@@H]3Cc3ccc(O)cc3)C[C@@H]2CC(C)C)cc1,x,6,3,x,-0.9,0,-22,-1.5,-0.5,-0.8,2
CCCC/C(C)=N/NC(=O)c1cn(-c2ccccc2)nc1-c1ccccc1,1.3,8,-2,-1.2,-0.5,0,-4,-3.5,-0.6,-2.1,-5
CCN1C(=O)[C@H]2[C@@H](c3ccc(-c4ccc(OC)cc4)c(OC)c3)N3CCCC[C@@]3(C(=O)OC)[C@H]2C1=O,-0.7,11,-4,-0.4,0.5,6,-31,-1.3,-1.1,-1.9,-10
CCOP(=O)(OCC)/C(=C/N1CCCCC1)NC(=O)c1ccccc1,-1.2,-11,1,0.8,0.2,-2,3,1.1,1.8,-1.4,0
COc1ccc(-c2cc(C(=O)NCCCN3CCOCC3)c3cc(C(C)C)ccc3n2)cc1,-0.2,i,i,-0.5,-0.8,-463,-10,-4.4,-1.9,-1.2,i
